T cruzi growth – inhibitors of T. cruzi proliferation. T. cruzi beta-gal in NIH3T3, GalScreen luminescence, 90 h. inhibition, % at 8.34 µM. actives 5.9% (n = 77,000). AID 624255;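 active = mean inhibition above about 93%, with at least 55% of replicates each passing it, limit read from the data, passing the limit was not always enough; inconclusive = only one of those two conditions holds; inactive = neither condition holds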
C diff HTS – inhibitors of Clostridium difficile growth | Clostridium difficile clinical isolate growth, OD600, 24 h; stronger effect = lower value | growth activity, negative = inhibition, % at 16 µg/mL (by protocol) | actives 0.25% (n = 86,000) | AID 1259249;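 active = mean growth activity at or below -80% and every replicate also at or below -80%; inconclusive = mean at or below -80% but some replicate above -80%; inactive = mean growth activity above -80%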;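 note: 0% = DMSO wells and -100% = levofloxacin 16 µg/mL wells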
GASC1 inh – blocks human GASC-1 (KDM4C) demethylase activity; GST-KDM4C 2-372, H3K9me3 peptide, LANCE TR-FRET; actives 0.15% (n = 96,000); inhibition, % at 12.5 µM;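 active = mean replicate inhibition above about 25%, with at least 55% of replicates also reaching it, limit read from the data, passing the limit was not always enough; inconclusive = only one of those two conditions met; inactive = neither condition met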
Target sequence (Q9H3R0 2-372 limits assumed): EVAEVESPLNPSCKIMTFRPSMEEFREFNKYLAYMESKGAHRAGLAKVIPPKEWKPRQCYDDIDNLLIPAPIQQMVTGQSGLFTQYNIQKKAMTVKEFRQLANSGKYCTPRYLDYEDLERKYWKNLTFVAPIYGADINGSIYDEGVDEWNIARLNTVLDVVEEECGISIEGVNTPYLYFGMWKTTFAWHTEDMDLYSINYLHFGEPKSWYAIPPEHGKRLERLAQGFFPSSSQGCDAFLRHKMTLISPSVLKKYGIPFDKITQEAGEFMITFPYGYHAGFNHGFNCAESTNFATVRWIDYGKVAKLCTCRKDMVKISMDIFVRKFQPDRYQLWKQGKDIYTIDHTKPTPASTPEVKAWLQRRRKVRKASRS
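Material: N-terminal GST-fused human GASC-1 (KDM4C) fragment, residues 2-372. Input: 10 nM enzyme. Incubation: enzyme reaction 30 min, then detection 60 min, both room temperature. Doses: one test concentration per compound. Read-out basis: inhibition from TR-FRET ratio decrease. Detection: LANCE TR-FRET, excitation 340 nm, emissions 618 and 671 nm.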
Pf Dd2 growth – P. falciparum Dd2 growth inhibition; SYBR Green, 72 h; stronger effect = lower value; activity change, % at 10 µM; AID 1159554; actives 2.3% (n = 94,000); in the data active = activity change below about -80%; inconclusive = no clear call, values can overlap the other calls
The depositor's hits bear a star; ? = inconclusive; . = no result given.

SMILES	T cruzi growth	C diff HTS	GASC1 inh	Pf Dd2 growth
COc1ccccc1-c1ccc2c(c1)O[C@@H](CN(C)C(=O)Nc1ccccc1)[C@@H](C)CN([C@H](C)CO)S2(=O)=O	50	-4	-0.5	-41
C/C=C/c1ccc([C@@H]2[C@H](CO)N3C(=O)CN(S(=O)(=O)c4ccccc4)C[C@@H]23)cc1	.	53	1.9	-14
Cc1noc(C)c1NC(=O)N(C)C[C@H]1Oc2ccc(NC(=O)c3ccncc3)cc2C(=O)N([C@@H](C)CO)C[C@H]1C	17	8	-2.9	20
NCC[C@@H]1CC[C@@H](NC(=O)c2ccccc2F)[C@H](CO)O1	-11	1	2.4	-4
C[C@H](CO)N1C[C@H](C)[C@@H](CN(C)Cc2ccc(C(F)(F)F)cc2)Oc2c(NC(=O)c3cnccn3)cccc2C1=O	58	5	1.0	-24
CCC(=O)N[C@H]1CC[C@H](CC(=O)OC)O[C@@H]1CO	-41	.	-0.4	38
O=C(C[C@@H]1C=C[C@@H](NC(=O)C2CCOCC2)[C@H](CO)O1)Nc1ccc(-c2ccccc2)cc1	-14	.	-1.7	11
CCNC(=O)C[C@@H]1CC[C@@H]2[C@H](COc3ccc(NC(=O)c4cccs4)cc3C(=O)N2C)O1	3	-12	-0.4	-12
C[C@H]1CCCCO[C@@H](CN(C)C)[C@@H](C)CN([C@@H](C)CO)C(=O)c2cc(NC(=O)C3CCCCC3)ccc2O1	-7	1	-0.8	.
C[C@@H]1CN([C@@H](C)CO)C(=O)c2cccc(NC(=O)Nc3ccc(C(F)(F)F)cc3)c2O[C@@H]1CN(C)Cc1ccc(Cl)c(Cl)c1	?	44	7.4	-29
C[C@H](CO)N1C[C@H](C)[C@H](CN(C)Cc2ccncc2)Oc2ccc(NC(=O)Cn3cnnn3)cc2C1=O	30	0	0.0	14
COc1cccc(C(=O)Nc2ccc3c(c2)OC[C@H](C)N(C(C)=O)C[C@@H](C)[C@H](OC)CN(C)C3=O)c1	.	3	-0.8	-7
O=C(Nc1ccc(F)cc1)N1C[C@@H]2[C@H](c3ccccc31)[C@H](CO)N2C(=O)Cc1ccccn1	46	2	1.3	-3
C[C@@H](O)C#Cc1ccc([C@@H]2[C@H]3CN(C(=O)Nc4ccccc4)CCCCN3[C@H]2CO)cc1	60	-3	-0.6	-13
C[C@H](CO)N1C[C@H](C)[C@H](CN(C)S(=O)(=O)c2ccc(Cl)cc2)Oc2ccc(NC(=O)Cc3cn(C)c4ccccc34)cc2CC1=O	23	.	-0.5	-44
C[C@H](CO)N1C[C@H](C)[C@H](CN(C)S(C)(=O)=O)OCc2cnnn2CCCC1=O	-6	4	.	-20
CN1C(=O)c2cc(NS(C)(=O)=O)ccc2OC[C@H]2O[C@@H](CC(=O)NC3CCCCC3)CC[C@@H]21	4	-3	0.0	.
COc1ccc(CNC(=O)C[C@H]2C[C@H]3c4cc(NC(=O)C5CCC5)ccc4O[C@H]3[C@@H](CO)O2)cc1	-53	-18	1.7	9
O=C(Nc1ccccc1F)N[C@H]1CC[C@@H](CCNC(=O)C2CCCC2)O[C@H]1CO	.	-4	?	-8
COc1ccc(S(=O)(=O)N(C)C[C@H]2OCc3cnnn3CCCC(=O)N([C@@H](C)CO)C[C@@H]2C)cc1	-3	2	-1.0	0
CC(=O)N1CC(=O)N2[C@H](C1)[C@@H](c1ccc(-c3cccc(C(=O)N(C)C)c3)cc1)[C@@H]2CO	.	1	1.0	6
CC(C)NC(=O)N(C)C[C@H]1Oc2cc(C#C[C@@H](C)O)ccc2S(=O)(=O)N([C@H](C)CO)C[C@H]1C	.	-4	-0.2	42
COc1ccc2c3c(n(C)c2c1)[C@H](CO)N(C(=O)C1CC1)CC31CN(C)C1	.	1	1.5	0
C[C@H](CO)N1C[C@H](C)[C@@H](CN(C)C(=O)Nc2cccc3ccccc23)OCCCC[C@H](C)Oc2ccc(N(C)C)cc2C1=O	73	1	-0.4	-18
COc1cccc(-c2ccc3c(c2)[C@H]2[C@H](CCN2S(=O)(=O)c2ccccc2OC)[C@@H](CO)N3C)c1	6	0	-1.4	-68
O=C(NC[C@H]1[C@@H](c2ccccc2)[C@@H](CO)N1C(=O)C1CCC1)NC1CCCC1	-34	14	4.8	21
C/C=C/c1ccc2c(c1)O[C@H](CN(C)C(=O)c1cccnc1)[C@H](C)CN([C@H](C)CO)S2(=O)=O	-8	-1	-0.2	23
C[C@@H]1CN([C@H](C)CO)C(=O)c2cccc(NC(=O)C3CCOCC3)c2O[C@@H]1CN(C)S(=O)(=O)c1ccc(F)cc1	-4	-3	0.1	21
CCCC(=O)Nc1ccc2c(c1)C(=O)N(C)C[C@@H](OC)[C@@H](C)CN(CC1CCOCC1)[C@@H](C)CO2	-36	.	-0.3	.
CCC(=O)Nc1ccc2c(c1)C(=O)N(C)[C@@H]1CC[C@H](CC(=O)NCc3ccccc3)O[C@@H]1CO2	5	-6	1.9	1
CO[C@@H]1CN(C)C(=O)c2cc(NC(=O)Nc3ccccc3Cl)ccc2OC[C@H](C)NC[C@@H]1C	61	.	-0.2	-8
CCCNC(=O)[C@H]1[C@H](CO)[C@H]2Cn3c(ccc(C4=CCCC4)c3=O)[C@H]2N1C(=O)C1CC1	-2	-2	1.4	6
CN1c2ccc(-c3ccccc3F)cc2[C@@H]2[C@@H](CCN2S(=O)(=O)c2ccccc2)[C@H]1CO	80	-6	1.3	10
C[C@H]1CN([C@@H](C)CO)C(=O)c2cccc(NS(=O)(=O)c3cn(C)cn3)c2O[C@H]1CN(C)C(=O)Nc1ccc(F)cc1	8	-6	0.0	1
COC(=O)c1ccc(CN2CC(=O)N3[C@H](CO)[C@H](c4ccc(-c5ccccc5F)cc4)[C@H]3C2)cc1	.	0	0.1	5
C[C@H](CO)N1C[C@H](C)[C@@H](CN(C)S(C)(=O)=O)Oc2ccc(NS(=O)(=O)c3cccs3)cc2CC1=O	14	-1	0.9	20

4 entries from above in a different format.
molecule: CN1c2ccc(-c3ccccc3F)cc2[C@@H]2[C@@H](CCN2S(=O)(=O)c2ccccc2)[C@H]1CO
- T cruzi growth = 80
- C diff HTS = -6
- GASC1 inh = 1.3
- Pf Dd2 growth = 10

molecule: C[C@H]1CN([C@@H](C)CO)C(=O)c2cccc(NS(=O)(=O)c3cn(C)cn3)c2O[C@H]1CN(C)C(=O)Nc1ccc(F)cc1
- T cruzi growth = 8
- C diff HTS = -6
- GASC1 inh = 0.0
- Pf Dd2 growth = 1

molecule: COC(=O)c1ccc(CN2CC(=O)N3[C@H](CO)[C@H](c4ccc(-c5ccccc5F)cc4)[C@H]3C2)cc1
- T cruzi growth = .
- C diff HTS = 0
- GASC1 inh = 0.1
- Pf Dd2 growth = 5

molecule: C[C@H](CO)N1C[C@H](C)[C@@H](CN(C)S(C)(=O)=O)Oc2ccc(NS(=O)(=O)c3cccs3)cc2CC1=O
- T cruzi growth = 14
- C diff HTS = -1
- GASC1 inh = 0.9
- Pf Dd2 growth = 20

(cont.)
SMILES	T cruzi growth	C diff HTS	GASC1 inh	Pf Dd2 growth
C[C@@H]1CN([C@@H](C)CO)C(=O)c2cc(NS(=O)(=O)c3cn(C)cn3)ccc2O[C@@H](C)CCCCO[C@H]1CN(C)Cc1ccccc1	.	2	-3.6	13
CCC(=O)N1[C@H](CO)[C@H](c2ccc(-c3ccccc3OC)cc2)C12CN(C(C)=O)C2	.	-6	-2.1	-7
CNC[C@H]1OCCCC[C@H](C)Oc2ccc(NC(=O)CCC(F)(F)F)cc2C(=O)N([C@@H](C)CO)C[C@@H]1C	35	-3	1.0	8
C[C@H]1CN([C@@H](C)CO)C(=O)c2cc(C3=CCCC3)cnc2O[C@@H]1CN(C)C(=O)Nc1ccccc1	-179	-2	1.8	-15
CC(C)NC(=O)N1CC(=O)N2[C@H](CO)[C@@H](c3ccc(/C=C/c4ccccc4)cc3)[C@@H]2C1	.	-5	-0.6	-62
CCN1[C@@H]2c3ccc(-c4ccccc4F)c(=O)n3C[C@H]1[C@H](CO)[C@H]2C(=O)N1CCCCC1	-2	0	0.3	21
COc1cccc(NC(=O)N(C)C[C@H]2Oc3ncc(C#Cc4ccccc4)cc3C(=O)N([C@@H](C)CO)C[C@@H]2C)c1	123*	-11	.	-45
CC(C)NC(=O)Nc1ccc2c(c1)C(=O)N([C@@H](C)CO)C[C@@H](C)[C@@H](CN(C)S(=O)(=O)c1cccs1)O2	-173	1	14	19
C[C@H](O)C#Cc1ccc([C@@H]2[C@H]3CN(C(=O)c4ccc(F)cc4)CCCCN3[C@H]2CO)cc1	30	-12	-1.1	20
C[C@@H]1CCCCO[C@H](CN(C)C(=O)Nc2ccccc2)[C@@H](C)CN([C@H](C)CO)C(=O)c2cc(NS(C)(=O)=O)ccc2O1	9	-1	6.8	-8
CCC(=O)Nc1ccc2c(c1)OC[C@@H](C)N(C(=O)c1cnccn1)C[C@@H](C)[C@H](OC)CN(C)C2=O	-41	-3	0.6	23
COc1ccc2c3c([nH]c2c1)[C@H](CO)N(C(=O)C1CCCCC1)CC31CN(C(=O)NC(C)C)C1	.	7	0.8	20

Single records (already shown). Screens in order: T cruzi growth | C diff HTS | GASC1 inh | Pf Dd2 growth
C[C@@H](O)C#Cc1ccc([C@@H]2[C@H]3CN(C(=O)Nc4ccccc4)CCCCN3[C@H]2CO)cc1 in the list: 60 | -3 | -0.6 | -13
COc1ccccc1-c1ccc2c(c1)O[C@@H](CN(C)C(=O)Nc1ccccc1)[C@@H](C)CN([C@H](C)CO)S2(=O)=O in the list: 50 | -4 | -0.5 | -41
O=C(C[C@@H]1C=C[C@@H](NC(=O)C2CCOCC2)[C@H](CO)O1)Nc1ccc(-c2ccccc2)cc1 in the list: -14 | . | -1.7 | 11

New compounds follow:
SMILES	T cruzi growth	C diff HTS	GASC1 inh	Pf Dd2 growth
C[C@H]1CN([C@@H](C)CO)C(=O)Cc2cc(NC(=O)Cc3cn(C)c4ccccc34)ccc2O[C@H]1CN(C)C(=O)Nc1ccc2c(c1)OCO2	20	5	-1.2	-27
C[C@H]1CN([C@@H](C)CO)C(=O)Cc2cc(NC(=O)CCN3CCOCC3)ccc2O[C@@H]1CN(C)C	.	-1	-0.9	14
COc1ccc(CN(C)C[C@@H]2OCCCC[C@@H](C)Oc3ccc(NC(=O)CCCN(C)C)cc3C(=O)N([C@@H](C)CO)C[C@H]2C)cc1	-48	-2	2.7	22
C[C@@H]1CN([C@H](C)CO)C(=O)c2cc(N(C)C)ccc2O[C@@H](C)CCCCO[C@@H]1CN(C)C(=O)C1CCCCC1	70	-2	2.0	21
Cc1ccc(S(=O)(=O)N(C)C[C@@H]2Oc3c(NC(=O)c4ccc(-c5nccs5)cc4)cccc3C(=O)N([C@@H](C)CO)C[C@@H]2C)cc1	17	-7	-2.6	-33
C[C@H]1CN([C@@H](C)CO)C(=O)c2cc(NC(=O)CCN3CCOCC3)ccc2O[C@@H]1CN(C)S(=O)(=O)c1ccc(F)cc1	-15	-2	-0.8	-2
CO[C@@H]1CN(C)C(=O)c2cc(NC(=O)Nc3ccccc3F)ccc2OC[C@@H](C)N(S(=O)(=O)CC(F)(F)F)C[C@H]1C	70	.	1.4	1
C[C@H](O)C#Cc1cnc2c(c1)C(=O)N([C@@H](C)CO)C[C@H](C)[C@@H](CN(C)C(=O)CC1CC1)O2	15	-1	0.8	.
C[C@H]1CN([C@@H](C)CO)C(=O)c2cc(NC(=O)CCCCCC(=O)Nc3ccccc3N)ccc2O[C@@H]1CN(C)S(=O)(=O)c1cn(C)cn1	.	10	-0.7	20
CNC(=O)C[C@H]1CC[C@H]2[C@@H](COc3ccc(NC(=O)Nc4cccc(F)c4)cc3C(=O)N2C)O1	32	-1	0.0	-2
CNC[C@H]1Oc2ccc(NC(=O)CCC(F)(F)F)cc2CC(=O)N([C@@H](C)CO)C[C@@H]1C	11	-4	-0.6	14
CC(C)[C@H](C)NC(=O)N(C)C[C@@H]1OCc2ccccc2-c2ccccc2C(=O)N([C@@H](C)CO)C[C@@H]1C	-2	-3	0.4	20
COc1ccccc1S(=O)(=O)N[C@@H]1CC[C@H](CC(=O)N2CCCCC2)O[C@@H]1CO	-27	-4	0.6	18
COc1ccccc1NC(=O)N1CCCCN2[C@H](CO)[C@@H](c3ccc(-c4ccccc4)cc3)[C@@H]2C1	107*	30	.	-55
COc1ccc(S(=O)(=O)N2CC[C@@H]3[C@@H](CO)N(C)c4ccc(-c5ccc(F)cc5)cc4[C@@H]32)cc1	-14	-3	-4.1	3
COCC(=O)N1CCCCN2[C@H](C1)[C@@H](c1ccc(-c3ccc(OC)cc3)cc1)[C@@H]2CO	66	-2	0.0	8
C[C@@H]1CN([C@H](C)CO)C(=O)c2cccc(NC(=O)Nc3ccc4c(c3)OCO4)c2O[C@@H]1CN(C)S(=O)(=O)c1cn(C)cn1	33	-1	0.2	7
COc1cccc(NC(=O)N[C@H]2CC[C@@H](CC(=O)NCc3ccccn3)O[C@H]2CO)c1	-13	-1	-3.0	1
COc1ccccc1C(=O)N1C[C@H]2[C@@H](c3ccccc31)[C@@H](CO)N2C(=O)Nc1ccccc1	19	25	0.0	18
COc1ccccc1NC(=O)N[C@@H]1CC[C@H](CCn2cc(C3(O)CCCC3)nn2)O[C@H]1CO	17	.	0.2	-28
